Screening data as filed in PubChem.
IDE inh = cellular human IDE inhibition | P14735 | HEK cells, FAbetaB cleavage, fluorescence polarization | inhibition, % at 5.59 µM | 320,000 compounds, 0.41% hits | AID 434962;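 active means percent inhibition above the average of all tested compounds plus 3 SD, set per screening campaign, cut at about 16% in these data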;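 further: IDE supplied by intact live HEK cells; FP after avidin binding of uncleaved biotin substrate so inhibition keeps polarization high; 0% = DMSO wells and 100% = 60 µM reference IDE inhibitor Ii1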
SUMO HTRF inh = inhibitors of human SUMOylation (UBC9). HTRF SUMOylation assay, SAE1/SAE2 + UBC9, in vitro. inhibition, % at 35 µM. 290,000 compounds, 0.36% hits. AID 2006; in the data active means inhibition above about 50%, passing the limit was not always enough; further: strong numbers were not always called active
CRFR2-BP antag = CRF-BP/CRF-R2 complex antagonism. inhibition, % at 11.8 µM. HEK293 CRF-R2/CRF-BP, CRF-induced calcium fluorescence. 350,000 compounds, 0.59% hits;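 active means inhibition of the ligand-induced calcium signal above about 50% at the single tested concentration, limit read from the data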
VIM-2 inh = blocks Pseudomonas aeruginosa VIM-2 metallo-beta-lactamase | purified VIM-2, nitrocefin hydrolysis, epi-absorbance fluorescence | inhibition, % at 5.6 µM | 290,000 compounds, 0.89% hits | AID 1527;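 active means inhibition above the mean of all tested compounds plus 3 SD, cutoff set per screening run, cut at about 7.5% in these data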;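 further: red hydrolysis product quenches plate fluorescence so inhibitors raise well fluorescence; 0% = enzyme with DMSO and 100% = DMSO without enzyme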
GalR3 antagonist = blocks the human galanin receptor 3; O60755; HEK293 GalR3-CNG cAMP membrane potential fluorescence; galR3 body fused to GalR1 C-terminus; inhibition, % at 3 µM; 360,000 compounds, 0.44% hits;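 active means inhibition above the screen-wide average plus 3 SD, cut at about 13% in these data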;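 further: forskolin and galanin both at EC90 stimulate the cells; cAMP rise reported by CNG channel membrane potential dye signal; 0% = forskolin plus galanin with DMSO and 100% = forskolin alone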
p-CIP stab down = compounds decreasing mouse p/CIP protein stability. 290,000 compounds, 0.01% hits. decrease of EGFP signal, % at 10 µM. F442A p/CIP-EGFP cells, EGFP fluorescence, 16 h. AID 1984. Q05BA5;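 active means EGFP signal decrease of at least 30% at 10 µM or well 3 SD below plate mean, unless failing retest; inactive means the rest, including hits failing retest or dose response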; further: some compounds called inactive have numbers as strong as hits; many of its hits are not listed in these tables
Target sequence (Q05BA5 1-1403): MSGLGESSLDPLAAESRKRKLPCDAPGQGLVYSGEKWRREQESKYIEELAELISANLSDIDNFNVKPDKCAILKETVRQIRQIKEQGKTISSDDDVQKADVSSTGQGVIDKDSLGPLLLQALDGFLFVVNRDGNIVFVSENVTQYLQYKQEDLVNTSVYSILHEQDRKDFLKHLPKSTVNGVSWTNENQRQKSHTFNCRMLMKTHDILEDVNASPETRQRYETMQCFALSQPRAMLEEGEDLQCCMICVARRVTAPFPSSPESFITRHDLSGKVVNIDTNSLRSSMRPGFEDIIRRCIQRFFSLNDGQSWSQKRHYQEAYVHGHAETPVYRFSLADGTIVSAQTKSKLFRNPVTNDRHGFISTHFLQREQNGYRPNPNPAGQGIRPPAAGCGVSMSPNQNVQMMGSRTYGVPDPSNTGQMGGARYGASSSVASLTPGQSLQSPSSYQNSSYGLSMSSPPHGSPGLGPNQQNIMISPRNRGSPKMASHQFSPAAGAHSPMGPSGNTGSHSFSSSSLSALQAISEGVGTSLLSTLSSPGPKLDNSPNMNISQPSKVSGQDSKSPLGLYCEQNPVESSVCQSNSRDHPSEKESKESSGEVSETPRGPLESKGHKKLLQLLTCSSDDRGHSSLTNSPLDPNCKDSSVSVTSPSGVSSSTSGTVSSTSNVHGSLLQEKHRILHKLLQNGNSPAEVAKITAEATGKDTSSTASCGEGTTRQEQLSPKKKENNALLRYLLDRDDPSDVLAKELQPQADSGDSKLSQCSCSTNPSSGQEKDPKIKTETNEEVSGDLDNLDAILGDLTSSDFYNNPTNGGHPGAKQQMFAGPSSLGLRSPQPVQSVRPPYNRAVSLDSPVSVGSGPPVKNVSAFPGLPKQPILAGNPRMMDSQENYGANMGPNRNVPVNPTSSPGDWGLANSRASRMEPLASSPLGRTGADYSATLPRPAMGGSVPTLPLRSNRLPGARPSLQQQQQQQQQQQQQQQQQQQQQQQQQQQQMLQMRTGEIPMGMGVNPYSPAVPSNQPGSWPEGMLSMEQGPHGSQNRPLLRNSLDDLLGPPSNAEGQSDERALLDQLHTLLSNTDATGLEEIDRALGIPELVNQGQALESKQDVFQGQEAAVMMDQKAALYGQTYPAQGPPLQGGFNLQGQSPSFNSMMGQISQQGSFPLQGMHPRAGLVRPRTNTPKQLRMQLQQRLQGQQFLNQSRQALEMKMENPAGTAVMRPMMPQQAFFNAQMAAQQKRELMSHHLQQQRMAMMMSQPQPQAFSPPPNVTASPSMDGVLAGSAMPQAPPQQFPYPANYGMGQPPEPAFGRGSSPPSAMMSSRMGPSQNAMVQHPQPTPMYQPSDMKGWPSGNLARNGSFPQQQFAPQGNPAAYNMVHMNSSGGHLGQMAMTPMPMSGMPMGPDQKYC
IDE cell activ = IDE (human) activation, cell-based; activation, % at 5.96 µM; 340,000 compounds, 0.073% hits; AID 493087; P14735; HEK cells, FAbeta-B cleavage, fluorescence polarization; 0% vehicle, 100% cell-free pure enzyme wells;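 active means activation above the mean of all tested compounds plus 3 SD, set per screening campaign, cut at about 17% in these data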
IMP-1 inhibitor = blocks Pseudomonas aeruginosa IMP-1 metallo-beta-lactamase | purified IMP-1, nitrocefin hydrolysis, epi-absorbance fluorescence | inhibition, % at 5.6 µM | 290,000 compounds, 0.45% hits | AID 1556;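 active means inhibition above the mean plus 3 SD of all compounds in the same screening run, cut at about 4.5% in these data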;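 further: 0% = IMP-1 with DMSO and 100% = DMSO wells lacking enzyme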
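System: purified recombinant IMP-1 beta-lactamase. Medium: Zinc- and detergent-supplemented HEPES buffer, pH 7.1. Compound: one 5.6 µM dose […]. Schedule: 15 min preincubation plus 25 min reaction at 25 °C. Technique: Epi-absorbance fluorescence, 480 nm excitation, 530 nm emission.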
NS3 helicase inh = HCV NS3 helicase inhibition; NS3 helicase DNA unwinding, Cy5 molecular beacon fluorescence; inhibition, % at 10.9 µM; 290,000 compounds, 0.56% hits;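 active means inhibition above the mean of all tested compounds plus 3 SD, set per campaign, cut at about 35% in these data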;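 further: 0% = DMSO wells and 100% = thioflavine S control wells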
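Control set: DMSO versus 110 µM thioflavine S; Material: NS3 helicase fragment of HCV; Measured by: Cy5 fluorescence at 0 and 60 min, beacon hairpin quenching; Read-out basis: percent inhibition from t60/t0 fluorescence ratio; Times: reaction time 60 min, 25 °C; Repeats: single replicate; Compound dosing: single dose, 10.9 µM nominal final, DMSO 0.8% final.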
The depositor's hits bear a star; . = no result given; & = joins results of further samples.

A first look (2 entries):
SMILES	IDE inh	SUMO HTRF inh	CRFR2-BP antag	VIM-2 inh	GalR3 antagonist	p-CIP stab down	IDE cell activ	IMP-1 inhibitor	NS3 helicase inh
CCCC(=O)NC(=S)Nc1ccccc1N1CCOCC1	-2.7	9.9	-15.6	0.6	0.6	-13.5	4.3	-2.1	0.0
CCOC(=O)C1CCN(C(=O)c2ccc3c(=O)n4c(nc3c2)CCCCC4)CC1	5.4	.	-5.5	.	-2.9	.	-3.3	.	.

Main list, from the first entry:
SMILES	IDE inh	SUMO HTRF inh	CRFR2-BP antag	VIM-2 inh	GalR3 antagonist	p-CIP stab down	IDE cell activ	IMP-1 inhibitor	NS3 helicase inh
CCCC(=O)NC(=S)Nc1ccccc1N1CCOCC1	-2.7	9.9	-15.6	0.6	0.6	-13.5	4.3	-2.1	0.0
CCOC(=O)C1CCN(C(=O)c2ccc3c(=O)n4c(nc3c2)CCCCC4)CC1	5.4	.	-5.5	.	-2.9	.	-3.3	.	.
COc1ccc(CC2(CO)CCN(Cc3ccncc3)CC2)cc1	-3.8	-11.9	3.2	-1.6	-5.9	-10.6	-4.0	-3.3	-7.6
O=C(Cc1ccccc1F)NNC(=O)c1cccs1	2.0	.	2.7	.	-3.6	.	0.1	.	.
CSc1ccc(CN2CCN(CC=C(C)C)C(CCO)C2)cc1 (centres undefined)	-0.3	-1.8	-3.6	-3.4	-5.2	-11.1	-3.5	-2.8	3.2
Cc1ccc(C)c(N(CC(=O)NC2CCCC2)C(=O)CCC(=O)Nc2nccs2)c1	2.2	12.1	-0.7	-1.1	-6.5	-13.5	-1.5	-0.7	-2.8
COc1ccccc1-c1ocnc1C(=O)Nc1ccc(N2CCOCC2)cc1N1CCOCC1	.	-0.6	1.6	-1.5	-7.1	-5.6	3.4	-0.3	-2.2
CCN(CCCNC(=O)CCn1c(=O)[nH]c2ccccc2c1=O)c1ccccc1	-1.1	-5.1	8.8	-0.8	0.3	-13.2	3.5	-1.8	7.4
COc1cccc(C(=O)N(C)CC(=O)Nc2cccc3ccccc23)c1	7.9	.	1.2	.	-7.1	.	0.8	.	.
C=CCn1c(=O)/c(=C/c2ccc(F)cc2)s/c1=C(\C#N)c1nnc2n1CCCCC2	-4.9	7.9	-51.2	0.7	3.3	-9.2	-2.8	-2.0	-6.2
Cc1occc1C(=O)NNS(=O)(=O)c1ccc(Cl)cc1	5.1	5.6	3.2	-3.6	-4.0	1.7	4.1	-4.4	-2.5
CCC(NC(=O)c1cc(COc2ccc(C)nc2)on1)c1ccc(C)cc1 (centres undefined)	-0.6	-4.2	-84.1	-0.6	1.1	-13.7	7.0	-2.9	-11.8
O=C(NC1CCCCC1)C1CCN(c2nnnn2-c2ccccc2)CC1	6.2	2.8	-19.4	-2.7	-3.3	-3.4	6.9	-3.2	12.6
Cc1sc(NC(=O)c2ccc3ncsc3c2)c(C(N)=O)c1C	3.8	.	10.1	.	-1.8	.	-5.8	.	.
CCOc1ccc2cc(C3CC(c4ccco4)=NN3S(C)(=O)=O)c(=O)[nH]c2c1 (centres undefined)	3.2	21.9	-0.9	-0.6	3.2	-11.3	-3.8	-0.1	8.4
COC(=O)/C(C#N)=C(/Nc1ccc(F)c(Cl)c1)C(F)(F)F	-4.2	16.6	25.0	-2.6	-3.8	-9.3	-3.3	-4.4	-7.0
CC(C)c1c(C(=O)N/N=C/c2cccnc2)nnn1-c1nonc1N	7.3	13.9	26.5	-1.5	-1.0	-3.8	4.0	-5.1	0.8
COc1ccc(C(=O)Nc2nc(C)c3cc4c(cc3n2)OCO4)cc1	-3.1	11.6	-2.6	-2.4	-4.2	-0.4	-1.9	-2.0	9.5
CCCC[C@@H]1C=C(C(=O)O)[C@H](c2ccc3c(c2)OCO3)N1S(=O)(=O)c1ccc(C)cc1	2.4	.	7.1	.	-1.5	.	2.1	.	.
Cc1cccc(C)c1NC(=O)C(c1cccc([N+](=O)[O-])c1)N(C)C(=O)c1ccccn1 (centres undefined)	-3.5	14.0	5.1	-2.1	-10.3	1.5	3.3	-2.9	0.3
COC(=O)c1cn(NC(=O)c2ccncc2)c(=O)c2ccccc12	-3.2	1.2	5.7	-2.3	-0.9	-12.7	3.5	-5.3	8.4
COc1ccc(/C(O)=C/c2nc3ccc(C(=O)NCCc4cccc(C)c4)cc3[nH]c2=O)cc1OC	8.9	15.0	-6.7	1.0	-2.8	-8.0	-7.3	-1.7	-1.1
COC(=O)c1cc(C)sc1NC(=S)N1CCN(CCc2ccccc2)CC1	0.8	-34.2	0.8	-4.4	1.3	-13.5	5.5	-2.6	-2.8
OCC[C@H]1C[C@H](O)[C@@H](O)[C@@]2(OCc3ccccc32)O1	-1.6	.	2.2	.	-1.4	.	4.2	.	.
COc1ccc(NC(=O)COC(=O)CCSc2ccccc2)cc1OC	-2.3	.	7.0	.	-5.6	.	1.3	.	.
Clc1cccc(Nc2c3c(nc4ncnn24)CCC3)c1	-0.4	-12.5	-6.8	3.9	1.6	-18.5	4.2	-3.4	3.2
COc1cc(S(=O)(=O)N2CCCCC2)ccc1NC=O	2.2	-6.6	-6.8	-0.3	-0.2	-0.9	-2.4	0.7	9.2
COc1ccc(N2CCN(C(=O)c3ccc(F)cc3)CC2)c([N+](=O)[O-])c1	7.4	16.3	-4.9	-1.2	-3.4	-6.1	3.7	-1.8	-2.9
CCN(Cc1ccc(Cl)s1)C(=O)c1cccc(OCc2c(C)noc2C)c1	1.2	.	21.2	.	-2.8	.	0.0	.	.
Cc1ccc(CNC(=O)/C=C/c2c(Cl)cccc2Cl)cc1	3.6	10.9	7.0	-0.4	-1.2	-7.0	1.4	-2.9	-3.9
COCCn1nnnc1C(c1cccs1)N1CCN(c2nc3ccccc3s2)CC1 (centres undefined)	4.3	17.1	10.9	-3.4	-1.8	-10.1	-3.8	-5.1	-1.7
COc1cc(OC)c(C(=O)Nc2ccc(S(=O)(=O)Nc3ncccn3)cc2)cc1OC	-4.4	10.5	-8.9	-2.4	-1.9	-3.2	6.0	-2.0	0.1
O=C(/C=C/c1ccco1)Nc1ccccn1	2.8	44.7	12.5	-0.2	-13.5	-0.7	0.4	-2.3	12.7
O=C(NC12CC3CC(CC(C3)C1)C2)c1cc([N+](=O)[O-])ccc1Cl	-3.7	-7.9	7.2	-1.3	-10.2	-2.1	0.2	0.2	5.0
COC(=O)c1ccccc1NC(=O)Nc1cc(C)cc(C)n1	1.5	7.8	10.8	-2.6	-6.9	-11.1	-0.4	-7.8	2.2
O=C(c1ccccc1)N(c1ccccc1)C1C=CS(=O)(=O)C1 (centres undefined)	2.4	16.5	-0.8	-1.0	-3.6	-2.2	1.9	-4.2	-2.5
O=C(COC(=O)CNC(=O)C1CCCCC1)NCc1ccccc1	4.4	.	1.6	.	-3.9	.	-0.1	.	.
COc1cccc(CNC(=O)COC(=O)C2CC3CCCC(C2)C3=O)c1 (centres undefined)	-2.6	.	1.4	.	-4.9	.	6.2	.	.
COc1ccc(-c2noc(N3CCC(C(=O)NC(C)c4ccccc4)CC3)n2)cc1 (centres undefined)	-5.2	8.2	-68.4	-0.2	.	-8.3	3.8	-3.0	2.3
CC(NC(=O)C1CCCN(S(=O)(=O)c2cnc[nH]2)C1)c1ccccc1 (centres undefined)	4.8	0.9	-1.8	-0.1	-0.4	-12.6	2.9	-2.1	-3.8
C#CCn1c(=NC(=O)c2ccc(Cl)s2)sc2cccc(OC)c21	1.6	17.5	20.0	-2.3	.	-6.0	-23.4	-1.7	-6.7
O=C(c1csc2c1CCCC2)N1CCN(c2ccccc2)CC1	-10.4	2.6	-34.8	-0.3	-1.4	-7.0	-5.2	-0.2	-7.9
Cc1ccc(S(=O)(=O)NCCC(=O)Nc2cccc(S(=O)(=O)N3CCCC3)c2)cc1C	9.9	.	6.0	.	-4.5	.	-5.1	.	.
COc1ccc(OC)c2sc(NC(=O)c3ccc(S(=O)(=O)N(C)C)cc3)nc12	-2.3	4.7	-31.1	2.2	.	-4.1	1.2	-1.2	40.8*
N=C(N)SCc1ccc(O)c([N+](=O)[O-])c1	0.1	19.2	-5.5	-1.3	-2.0	-9.1	2.4	-4.2	3.8
CCC12CN3CCN(CC(C3)/C1=N\NC(=O)c1ccc(Cl)cc1)C2	7.5	16.5	1.1	-4.0	-3.8	-4.8	5.8	-4.1	-3.8
CCS(=O)(=O)N1CCN(S(=O)(=O)c2ccc(Cl)s2)CC1	1.5	1.0	9.3	-2.3	-2.2	-7.0	-1.1	-2.5	0.9
CCCCS(=O)(=O)N1CCCC(C(=O)Oc2ccccc2OC)C1 (centres undefined)	5.1	7.4	6.1	-1.5	-9.4	-2.7	-0.2	-2.5	-2.8
CCCCNC(=O)N(O)C1N(/N=C/c2ccccc2O)C(=S)SC1(C)C (centres undefined)	.	2.0	-13.5	-4.2	-10.6	-2.7	2.5	-3.9	8.1
CCCCNC(=O)N1CCN(Cc2cccc(F)c2)CC1	2.5	-10.6	1.7	-1.3	-5.3	11.0	3.2	-1.9	4.6
COc1ccccc1-n1cnnc1SCC(=O)Nc1nc(C)c(Cl)cc1Cl	1.4	9.4	-4.5	-2.4	-4.7	2.2	3.6	-1.6	-1.8
c1cnc2c(c1)ccc1cccnc12	0.3&-2.3	-55.5&-74.7	2.4&-4.5	-2.2&0.0	3.2&-5.5	3.4&6.3	0.3&0.2	-5.7&-0.9	-0.1&-1.9
Cc1ccc(S(=O)(=O)Oc2ccc(C)cc2/C=N/N=C2\NC(=O)C(C)S2)cc1 (centres undefined)	-0.7	3.0	-3.3	-0.3	-0.3	-3.7	0.0	-1.6	0.6
O=C(CS(=O)(=O)c1ccccc1)Nc1nnc(-c2cccs2)o1	-4.0	.	0.5	.	-2.5	.	5.8	.	.
O=C(CN1C(=O)NC2(CCOc3ccccc32)C1=O)c1ccc(Cl)s1 (centres undefined)	-5.9	.	-18.5	.	0.4	.	2.2	.	.
COc1ccc(N2CCN(Cc3cc(=O)c(OCC(=O)Nc4ccccc4)co3)CC2)cc1	2.5	.	-5.9	.	-2.7	.	-1.7	.	.
CCC(C)NC(=O)CN(c1ccc2c(c1)OCO2)S(=O)(=O)c1c(C)n[nH]c1C (centres undefined)	0.8	19.5	9.1	-3.2	2.5	-28.8	3.8	-4.2	1.3
Cc1ccc(/C=N/NC(=S)NC2CCS(=O)(=O)C2)cc1 (centres undefined)	-5.3	-3.9	-1.3	0.1	0.0	-6.0	-1.3	0.9	-4.4
CC1CCC2(CC1)NC(=O)N(CC(=O)N1CCN(C(=O)c3cccs3)CC1)C2=O (centres undefined)	0.3	.	-2.3	.	-6.0	.	1.9	.	.

This is a random part of the collection. Share with any hit: about 3.2%.
